Pol eta inh: blocks human DNA polymerase eta activity | Q9Y253 | recombinant Pol eta, fluorescent DNA replication assay | Potency, µM (highest dose often 114 µM), for the others: top-dose activity change, negative = inhibition, most hits filed as inhibitors | hit rate 1.2% among 390,000 | AID 588591; further: potency means the concentration at half of the fitted maximal effect; on the % scale 0 is the no-effect control and ±100 the full control effect
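Pol eta at 10 nM preincubated with compounds 15 min at room temperature; reaction started with fluorescent substrate (50 nM final) and read kinetically at 0 and 10 min.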
PI4K2A block: PI4K2A (human) kinase inhibition | purified PI4K2A, ADP-Glo luminescence, 1 h; hits give low values | activity change, negative = inhibition, % at 76.9 µM | Q9BTU6 | hit rate 0.13% among 420,000; in the data active means activity change below about -50%; inconclusive means mostly about -30% to -49%;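 further: -100% = wells without enzyme as full effect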
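Compounds are screened against recombinant PI4K2A using PI as substrate and ATP, the latter dispensed at 300 microM. Reactions run one hour at ambient temperature before ADP-Glo detection; full inhibition defined by wells lacking enzyme.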
PGK inhibitor: T. brucei PGK inhibition. P07378. PGK/GAPDH coupled, Kinase-Glo luminescence, 60 min. Potency, µM (doses to about 57.5 µM), inactives show at the top dose activity change, negative = inhibition, actives largely listed as inhibitors. hit rate 0.043% among 380,000. AID 602233; further: potency means the concentration at half of the fitted maximal effect; on the % scale 0 is the no-effect control and ±100 the full control effect; nearly all actives have a fitted effect of over 60% in size
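Luminescent ATP detection (Kinase-Glo Plus) follows a 60-minute room-temperature incubation, with wells lacking PGK as controls. Buffer: 100 mM TEA (pH 7.6), 5 mM MgCl2, 0.01% Tween-20. Coupling enzyme GAPDH (100 nM final) supplies unstable 1,3-BPG in-well.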
Pin1 inhibitor: blocks the human prolyl isomerase Pin1; Q13526; Pin1 FP peptide displacement, HiFluor488, 10 min; Potency, µM (series often up to 115 µM), inactives show at the highest dose activity, negative = inhibition, most hits filed as inhibitors; hit rate 0.009% among 390,000; AID 504891; active means well fitted inhibition curve with a large enough effect in the polarisation, with a control signal flat, not every such curve was filed as active; inconclusive means small, poorly fitted or top-dose-only effect, or effect the other way, or a change in a side signal; inactive means no such curve, though single readings can be large or run the other way; the % refers to the polarisation; further: potency means the concentration at half of the fitted maximal effect; on the % scale 0 is the no-effect control and ±100 the full control effect
Target sequence (Q13526 whole entry, looked up): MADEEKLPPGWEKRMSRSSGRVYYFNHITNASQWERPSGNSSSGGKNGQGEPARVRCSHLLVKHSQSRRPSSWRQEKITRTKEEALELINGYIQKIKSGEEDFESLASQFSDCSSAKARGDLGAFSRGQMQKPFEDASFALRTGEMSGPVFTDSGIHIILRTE
JMJD2A Tudor inh: inhibitors of human JMJD2A Tudor domain; AID 504339; AlphaScreen JMJD2A-Tudor / H3K4me3 peptide binding; Potency, µM (doses to about 114 µM), inactives show at the top dose activity change, negative = inhibition, hits mostly inhibitors; hit rate 4.4% among 390,000; further: potency means the concentration at half of the fitted maximal effect; on the % scale 0 is the no-effect control and ±100 the full control effect; nearly all actives have a fitted effect of over 50% in size
G9a block: blocks human histone lysine methyltransferase G9a; Q96KQ7; Potency, µM (doses to about 102 µM), for the others: top-dose activity, negative = inhibition, hits mostly inhibitors; G9a H3K9 monomethylation, AlphaScreen, 2 h; hit rate 8.8% among 350,000; further: potency means the concentration at half of the fitted maximal effect; on the % scale 0 is the no-effect control and ±100 the full control effect; nearly all actives have a fitted effect of over 75% in size
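AlphaScreen detection with an anti-monomethyl H3K9 antibody quantified product after a 2 h room-temperature reaction containing 500 nM biotinylated H3K9 peptide, 20 µM SAM and 20 nM enzyme, which had been preincubated 15 min with compound.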
GLS inhibitor: glutaminase GLS (human) inhibition; O94925; GLS enzymatic activity, qHTS titration; hit rate 0.21% among 410,000; AID 624170; Potency, µM (doses to about 45.5 µM), without a hit: top-dose activity change, negative = inhibition, usual class: inhibitors; further: potency means the concentration at half of the fitted maximal effect; on the % scale 0 is the no-effect control and ±100 the full control effect
Target sequence (O94925 whole entry, looked up): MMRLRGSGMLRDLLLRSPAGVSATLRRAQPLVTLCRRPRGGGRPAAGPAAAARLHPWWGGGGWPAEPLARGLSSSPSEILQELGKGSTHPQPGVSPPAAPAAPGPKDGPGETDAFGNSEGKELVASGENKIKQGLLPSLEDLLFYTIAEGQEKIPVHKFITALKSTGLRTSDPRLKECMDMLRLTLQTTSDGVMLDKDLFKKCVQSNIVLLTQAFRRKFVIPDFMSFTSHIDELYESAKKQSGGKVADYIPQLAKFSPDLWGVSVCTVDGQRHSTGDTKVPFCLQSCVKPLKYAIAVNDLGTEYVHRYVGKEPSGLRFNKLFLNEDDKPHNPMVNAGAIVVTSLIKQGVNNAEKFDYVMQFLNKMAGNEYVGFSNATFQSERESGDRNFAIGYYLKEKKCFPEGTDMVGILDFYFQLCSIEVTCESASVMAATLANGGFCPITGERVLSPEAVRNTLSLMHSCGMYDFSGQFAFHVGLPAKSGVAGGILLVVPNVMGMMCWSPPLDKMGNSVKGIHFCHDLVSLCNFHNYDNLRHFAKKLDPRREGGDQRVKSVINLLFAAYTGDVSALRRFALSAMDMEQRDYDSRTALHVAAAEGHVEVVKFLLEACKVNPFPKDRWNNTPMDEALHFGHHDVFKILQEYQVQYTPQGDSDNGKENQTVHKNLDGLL
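Two-point fluorescence kinetic (t0, 30 min RT) for hKGA; glutamate detected via glutamate oxidase–HRP–Amplex Red. Substrate: 1 mM L-glutamine solution; buffer 45 mM KH2PO4, pH 8.2.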
BAZ2B inh: inhibitors of human BAZ2B bromodomain | Potency, µM (titrated, usually from 114 µM), for the others: at the top dose activity change, negative = inhibition, usual class: inhibitors | AlphaScreen BAZ2B-H3K14Ac peptide displacement | AID 504333 | Q9UIF8 | hit rate 4.4% among 360,000; further: potency means the concentration at half of the fitted maximal effect; on the % scale 0 is the no-effect control and ±100 the full control effect; nearly all actives have a fitted effect of over 60% in size
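AlphaScreen luminescence quantifies BAZ2B engagement of H3K14Ac peptide; the protein and biotinylated peptide are both at 50 nM final, buffer PBS pH 7.4 with 0.01% Tween-20, all steps at room temperature.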
HP1b chromo inh: inhibitors of HP1-beta chromodomain binding to methylated histone tails | P83916 | AlphaScreen HP1-beta / biotin-H3K9me3 peptide binding | Potency, µM (titrated, usually from 114 µM), for inactives: at the highest dose activity change, negative = inhibition, most hits filed as inhibitors | hit rate 0.56% among 390,000 | AID 540317; further: potency means the concentration at half of the fitted maximal effect; nearly all actives have a fitted effect of over 70% in size; inactives centre near 23
Target sequence (P83916 whole entry, looked up): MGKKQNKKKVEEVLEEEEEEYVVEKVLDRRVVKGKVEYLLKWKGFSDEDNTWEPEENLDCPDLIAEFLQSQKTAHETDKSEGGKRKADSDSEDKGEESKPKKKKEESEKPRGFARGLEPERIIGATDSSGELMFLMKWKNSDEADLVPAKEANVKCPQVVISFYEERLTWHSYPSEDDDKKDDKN
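Compound inhibition of the preformed complex between 50 nM HP1-beta and 50 nM biotinylated H3K9me3 peptide was read by AlphaScreen. Buffer was PBS pH 7.4 with 0.01% Tween-20. Incubations ran 30 min at room temperature, with 10 ug/mL donor/acceptor beads.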
Numbers without * were called inactive; i = inactive; ? = inconclusive; / = no result given; [ ] = remark or other dose. Unless noted, the call rests on the fitted dose curve; in most records, active means well fitted curve in the direction sought with a large enough effect; inconclusive means small, poorly fitted or top-dose-only effect, or another doubt; inactive means no such curve, though single readings can be large; an effect the other way counts as inactive or inconclusive. An excerpt; rates above refer to the full screens.

Pol eta inh	PI4K2A block	PGK inhibitor	Pin1 inhibitor	JMJD2A Tudor inh	G9a block	GLS inhibitor	BAZ2B inh	HP1b chromo inh	mol
-12%	9	i	5%	3%	-4%[59 µM]	-10%	2%	31%	COc1cccc(CNC(=O)Cn2ncc3c4ccccc4n(Cc4ccccc4)c3c2=O)c1
-14%	-3	2%	4%	-8%	7%[59 µM]	4%	1%	11%	Fc1ccccc1N1CCN(c2ncnc3c2nc2n3CCCCC2)CC1
-14%	-1	1%	2%	-20%	6%[59 µM]	?	?	0%	O=c1[nH]cnc2c1c(-c1ccccc1)cn2-c1ccc(F)cc1
-1%	0	-8%	0%	-40%	-4%	-4%	-1%	-34%	O=C(/C=C/c1ccccc1)NC(NC(=S)Nc1ccc(Cl)cc1)C(Cl)(Cl)Cl (centres undefined)
-6%	-10	2%	4%	-14%	-3%[12.7 µM]	1%	-2%	23%	O=C(Nc1ccccc1)C1CCCN1C(=O)NCc1ccccc1 (centres undefined)
0%	-4	i	-8%	?	1µM*	-4%	-11%	7%	Cc1ccc(/C=N/n2c(-c3cccc(Cl)c3)n[nH]c2=S)o1
-11%	2	7%	5%	-18%	/	10%	/	23%	O=[N+]([O-])c1cccc(COc2ccccc2CN2CCCC2)c1
-8%	2	i	-9%	0%	/	-4%	5%	2%	N#Cc1nccnc1N1CCN(C(=O)Nc2ccccc2)CC1
-11%	1	0%	-5%	-35%	1%[2.33 µM]	-10%	-6%	16%	CCN(CC)CCCNC(=O)c1cc(Nc2ccc(OC)cc2)nc2ccccc12
-17%	1	-1%	42%[activator]	-5%	5%[59 µM]	-3%	3%	10%	Cc1ccc(C(=O)/C=C2/NC(=O)CS2)cc1
-12%	3	-1%	-2%	-21%	?	10%	-33%	16%	CC(C)C[C@@H](COc1ccccc1)N1CCN(CC(C)C)CCC1=O
-15%	-1	i	2%	-5%	11%	8%	-2%	42%[activator]	COC(=O)c1ccc2nc(-c3ccc4c(c3)OCO4)cn2c1
-11%	3	i	-4%	-22%	12%[59 µM]	-1%	-14%	-5%	COc1ccc(CCNC(=O)c2ccc(S(=O)(=O)N(C)c3ccccc3)cc2)cc1OC
15%	-7	-4%	2%	-10%	3%	2%	-28%	14%	COc1cc(NC(=O)CCN2CC(C)OC(C)C2)cc(OC)c1 (centres undefined)
-8%	5	-3%	-2%	0%	5%[0.501 µM]	5%	0%	22%	Cc1ccc(CNC(=O)C2CCC(=O)N2C2CCCCC2)cc1 (centres undefined)
-12%	1	0%	-4%	-3%	39%	-12%	2%	43%[activator]	O=C(CCNS(=O)(=O)c1ccc(Br)cc1)Nc1cccc(F)c1
-18%	0	-4%	5%	-3%	14µM*	1%	-2%	37%	COc1ccc(Nc2nnc(SCC(=O)NC3CCS(=O)(=O)C3)s2)cc1 (centres undefined)
-10%	-5	-4%	17%	2%	-12%[59 µM]	-3%	7%	26%	N#CCc1nn(-c2ccc(Cl)cc2)c(N)c1C#N
-23%	-2	-6%	28%	-9%	1%[59 µM]	3%	-2%	35%	Cc1ccc(Cl)cc1N1CCN(C(=O)Cn2c(-c3cccs3)cc3cc(F)ccc32)CC1
3%	-1	7%	3%	-13%	25%	-3%	-9%	26%	O=C(NC1CCCC1)C(c1ccccc1)N(C(=O)c1csnn1)C1CCCC1 (centres undefined)
0%	-2	-9%	10%	-22%	?	19%	-9%	20%	Cc1noc(/C=C/N(C)C)c1S(=O)(=O)N1CCCC(C(=O)NC2CCCCC2)C1 (centres undefined)
-8%	-8	i	54%[activator]	-1%	21%[59 µM]	-10%	4%	45%[activator]	COc1cc(Nc2nc(SCc3ccccc3Cl)nc3ccccc23)cc(OC)c1
-12%	0	-1%	?	18µM*	/	-9%	10µM*	20%[57 µM]	C/C(=N\NC(=O)c1cc2ccccc2cc1O)c1ccccn1
-12%	-1	-2%	0%	5%	10%	-5%	-6%	44%[activator]	O=C(O)CCCCCNc1nc(-c2ccccc2)nc2ccccc12
-12%	8	-8%	7%	-13%	/	-20%	-12%	32%	COc1ccc(CN(C)C(=O)CNC(=O)Cc2cccc3ccccc23)c(OC)c1OC
-14%	-3	-9%	-4%	-7%	?	-9%	-6%	23%	CCc1ccccc1N(CC(=O)NC(C)c1ccccc1)S(C)(=O)=O (centres undefined)
-7%	0	-3%	-15%	-5%	34%	0%	-14%	67%[activator]	Cc1ccc(NC(=O)NCCN2CCCCC2)cc1C
-9%	3	-6%	-3%	-11%	-3%	1%	-17%	10%	C=CCc1cccc2cc(C(=O)Nc3cccc(C(=O)O)c3)c(=O)oc12
-25%	4	i	2%	-17%	13%[59 µM]	3%	-2%	40%	COc1cccc(C2=NN(C(=O)c3cccs3)C(O)(C(F)(F)F)C2)c1 (centres undefined)
-13%	?	6%	?	-13%	50%[12.7 µM]	19%	-4%	4%	Nc1ccc2oc(CCc3ccccc3)nc2c1
-18%	5	-7%	-2%	6%	-4%[59 µM]	-1%	-18%	23%	CCc1c(O)cc2n(c1=O)-c1ccc(Cl)cc1C2(C)C
-4%	3	4%	0%	3%	10%	1%	-3%	31%	Cc1nc2sccn2c(=O)c1S(=O)(=O)N1CCN(c2ccccc2)CC1
-19%	-4	i	7%	-5%	14%[59 µM]	-5%	9%	33%	O=C(COC(=O)/C=C/c1cccc(C(F)(F)F)c1)Nc1ccc(Cl)cn1
-12%	-4	/	0%	-13%	38%[activator]	-6%	-6%	73%[activator]	CC(=O)O[C@]1(C(C)=O)CCC2C3C=C(C)C4=CC(=O)CC[C@]4(C)C3CC[C@@]21C (some centres undefined)
-16%	-3	-6%	-1%	-11%	3%	2%	-2%	13%	COc1ccccc1OCCNC(=O)CSC(=S)N1CCCC1
-13%	-2	1%	-4%	-28%	/	-1%	/	31%	CCOc1cccc2sc(N(CCN(C)C)C(=O)CCS(=O)(=O)c3ccccc3)nc12
-13%	-2	-3%	0%	-27%	-8%[59 µM]	-3%	?	4%	CN(C)S(=O)(=O)c1ccc(C(=O)Nc2ccccc2[N+](=O)[O-])cc1
-7%	4	-4%	7%	?	-15%	-2%	-18%	-21%	COc1ccc(C(CNc2nc(-c3cccnc3)nc3ccccc23)N(C)C)cc1 (centres undefined)
2%	-3	6%	-1%	-17%	-8%	1%	-20%	12%	O=[N+]([O-])c1ccc(S(=O)(=O)N2CCN(c3ccc(N4CCOCC4)nn3)CC2)cc1
-5%	1	-1%	4%	-26%	15%	-2%	1%	-1%	Cc1cccc(CCNC(=O)C2CCN(S(=O)(=O)N3CCOCC3)CC2)c1
-20%	4	-8%	-2%	-3%[57.1 µM]	14%	-6%	/	38%[activator]	Cc1nc(OCc2c(C)noc2C)c2ccccc2n1
9%	1	-9%	-4%	-3%	?	-1%	-12%	30%	COc1ccc(-c2nc(CSCC(=O)NCc3ccc4c(c3)OCO4)c(C)o2)cc1
-12%	-1	-1%	-2%	-16%[57.1 µM]	22µM*	6%	-4%	48%[activator]	Cc1ccc(S(=O)(=O)NN=C2C3CC4CC(C3)CC2C4)cc1[N+](=O)[O-]
-20%	3	-7%	2%	40%[activator]	38%[59 µM]	3%	55%[activator]	81%[activator]	CCCCCC(=O)N1c2ccccc2C(C)(c2ccccc2)CC1(C)C (centres undefined)
-25%	-1	2%	-2%	-13%	7%[59 µM]	-4%	-31%	24%	O=C(Nc1ccc(Oc2cccnc2)cc1)c1cccc([N+](=O)[O-])c1
-15%	-8	i	?	-8%	8%[0.501 µM]	0%	1%	69%[activator]	CC(=O)c1ccccc1NC(=O)C1CCCN(C(=O)c2ccc(Cl)cc2)C1 (centres undefined)
-4%	-5	5%	0%	-19%	16%	-1%	2%	14%	Cn1nnnc1SCc1ccc(CSc2nnnn2C)cc1
-8%	-7	-3%	1%	-18%	12%[59 µM]	9%	2%	16%	COc1cc(OC)cc(C(=O)N2CCC(C(=O)Nc3ccc4c(c3)OCCO4)CC2)c1
-16%	2	2%	1%	8%	4%[59 µM]	0%	-3%	30%	COc1ccc(CNCCC(c2ccc(F)cc2)c2ccc(OC)cc2)cc1 (centres undefined)
4%	5	2%	5%	-4%	29%	-3%	-2%	20%	COC(=O)c1ccc(OC)c(NS(=O)(=O)c2ccc(-n3cnnn3)cc2)c1
-18%	2	-2%	0%	-21%	9%[59 µM]	-5%	-14%	2%	O=S(=O)(NCCc1csc2nc(-c3ccccc3)nn12)c1ccc(Oc2ccccc2)cc1
-25%	1	1%	-1%	-29%	?	3%	-24%	20%	Cc1cc(C)c2ccc3c(C)c(C)n(C)c3c2n1

3 entries from above, ordered by the number in PI4K2A block, ascending.
Pol eta inh	PI4K2A block	PGK inhibitor	Pin1 inhibitor	JMJD2A Tudor inh	G9a block	GLS inhibitor	BAZ2B inh	HP1b chromo inh	mol
-8%	-7	-3%	1%	-18%	12%[59 µM]	9%	2%	16%	COc1cc(OC)cc(C(=O)N2CCC(C(=O)Nc3ccc4c(c3)OCCO4)CC2)c1
-4%	-5	5%	0%	-19%	16%	-1%	2%	14%	Cn1nnnc1SCc1ccc(CSc2nnnn2C)cc1
-25%	1	1%	-1%	-29%	?	3%	-24%	20%	Cc1cc(C)c2ccc3c(C)c(C)n(C)c3c2n1
